RGS4-Gao reg: human RGS4-Galphao interaction regulation; P09471; Multiplexed bead flow cytometry, RGS4-Galphao binding; actives lie on both sides; binding response (% of control), % at 10 µM; AID 1415; actives 0.33% (n = 220,000); in the data active = binding response below about 49% or above about 150%; inactive = in between;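 also: fluorescent Galphao activated with aluminum fluoride binding bead-coupled RGS4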
Bcl-B Bim block: inhibitors of Bim-Bcl-B interaction, human; Q9HD36; bead-based flow cytometry, Bim peptide-Bcl-B binding; inhibition, % at 10 µM; actives 0.073% (n = 190,000); AID 951;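 also: 0% = tracer peptide without compound and 100% = reference inhibitor peptide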
ABCG2 inh: blocks JC-1 efflux by human ABCG2 transporter; Q9UNQ0; IgMXP3 cells, flow cytometry; inhibition, % at 6.6 µM; actives 0.1% (n = 190,000);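 active = inhibition above 80%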;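 also: 0% = DMSO and 100% = nicardipine control wells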
Target sequence (Q9UNQ0 whole entry, looked up): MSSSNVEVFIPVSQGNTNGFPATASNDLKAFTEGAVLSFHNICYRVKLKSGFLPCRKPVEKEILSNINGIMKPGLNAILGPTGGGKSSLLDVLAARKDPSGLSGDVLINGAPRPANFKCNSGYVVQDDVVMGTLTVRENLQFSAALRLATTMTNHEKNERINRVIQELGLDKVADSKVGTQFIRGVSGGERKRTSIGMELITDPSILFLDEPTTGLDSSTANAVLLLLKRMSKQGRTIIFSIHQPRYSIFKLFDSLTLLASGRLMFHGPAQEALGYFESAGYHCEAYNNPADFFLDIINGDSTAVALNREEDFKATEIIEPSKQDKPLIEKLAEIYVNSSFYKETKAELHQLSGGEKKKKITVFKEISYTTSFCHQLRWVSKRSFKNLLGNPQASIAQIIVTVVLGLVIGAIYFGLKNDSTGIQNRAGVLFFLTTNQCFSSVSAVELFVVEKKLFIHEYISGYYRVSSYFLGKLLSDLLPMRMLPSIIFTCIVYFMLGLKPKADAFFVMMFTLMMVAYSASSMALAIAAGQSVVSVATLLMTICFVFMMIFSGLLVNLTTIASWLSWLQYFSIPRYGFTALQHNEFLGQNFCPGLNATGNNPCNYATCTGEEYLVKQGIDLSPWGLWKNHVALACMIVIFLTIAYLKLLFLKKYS
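Test system: IgMXP3 cells (ABCG2) mixed with DDAO far-red-labelled CCRF-Adr cells (ABCB1). Reagent: JC-1 transporter substrate. Compound dosing: single test compound dose, 6.6 µM final. Times: 10 min compound exposure, 25 °C. Detection: flow cytometry of retained JC-1 fluorescence. Read-out basis: efflux inhibition in percent versus controls. Controls: nicardipine and DMSO wells.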
Bim-Bcl-W: human Bim-Bcl-W interaction inhibition; bead-based flow cytometry, Bim peptide-Bcl-W binding; AID 952; actives 0.02% (n = 190,000); inhibition, % at 10 µM;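 also: 0% = bound tracer without compound and 100% = peptide blocker; higher means less fluorescent Bim peptide bound to Bcl-W beads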
Target sequence (Q92843 whole entry, looked up): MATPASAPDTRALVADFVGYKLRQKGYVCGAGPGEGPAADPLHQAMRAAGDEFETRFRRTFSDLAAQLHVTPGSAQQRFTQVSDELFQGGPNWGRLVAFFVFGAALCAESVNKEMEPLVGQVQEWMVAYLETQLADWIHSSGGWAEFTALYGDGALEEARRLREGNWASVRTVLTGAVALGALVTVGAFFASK
RGS7-Gao reg: modulates binding of RGS7 to human Galphao | binding response (% of control), % at 10 µM | P09471 | AID 1439 | Multiplexed bead flow cytometry; actives lie on both sides | actives 0.35% (n = 220,000); in the data active = binding response below about 49% or above about 150%; inconclusive = no clear call, values can overlap the other calls; inactive = in between;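 also: fluorescent Galphao held in activated GDP-AlF4 state binding bead-coupled RGS7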
Bfl-1 Bim block: disrupts Bim binding to human Bfl-1. Q16548. Bead-based flow cytometry, Bim-Bfl-1 binding inhibition. inhibition, % at 10 µM. actives 0.12% (n = 190,000). AID 1008;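 also: 0% = wells without compound plus tracer and 100% = blocker peptide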
Bim-Mcl-1: disrupts Bim peptide binding to human Mcl-1; Bead-based flow cytometry, Bim peptide-Mcl-1 binding; Q07820; AID 1009; inhibition, % at 10 µM; actives 0.1% (n = 190,000);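 also: 0% = no compound tracer wells and 100% = peptide blocker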
ABCB1 block: inhibitors of human ABCB1 transporter, ABCG2 counter-screen | inhibition, % at 6.6 µM | CCRF-Adr cells, JC-1 efflux, flow cytometry | P08183 | actives 0.067% (n = 190,000) | AID 1326; in the data active = inhibition above about 40%;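 also: 0% = vehicle and 100% = reference inhibitor; higher value means more JC-1 retained so stronger ABCB1 efflux block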
Bcl-XL Bim block: human Bim-Bcl-XL interaction inhibition; Bim peptide-Bcl-XL binding, bead flow cytometry, fluorescence; inhibition, % at 10 µM; actives 0.04% (n = 190,000); AID 1007
Target sequence (Q07817 whole entry, looked up): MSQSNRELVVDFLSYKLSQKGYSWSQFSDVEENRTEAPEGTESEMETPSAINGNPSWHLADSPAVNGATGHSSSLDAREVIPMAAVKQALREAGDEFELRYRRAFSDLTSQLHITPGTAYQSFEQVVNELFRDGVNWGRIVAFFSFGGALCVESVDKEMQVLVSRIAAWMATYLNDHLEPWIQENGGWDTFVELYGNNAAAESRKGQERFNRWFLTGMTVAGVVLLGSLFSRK
RGS8-Gao: human RGS8-Galphao interaction regulation; multiplexed bead flow cytometry, RGS8-Galphao binding; actives lie on both sides; response (percent of control binding), % at 10 µM; actives 0.34% (n = 220,000); in the data active = response below about 60% or above about 140%; inactive = in between;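 also: Galphao activated as the GDP aluminium fluoride complex binding bead-coupled RGS8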
Bim-Bcl-2: inhibitors of Bim-Bcl-2 interaction, human | Bead-based flow cytometry, Bim peptide-Bcl-2 binding | inhibition, % at 10 µM | actives 0.06% (n = 190,000) | AID 950; in the data active = inhibition above about 40%; inconclusive = no clear call, values can overlap the other calls;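 also: 0% = no compound wells with probe peptide and 100% = reference peptide inhibitor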
* marks the source's active call; other numbers are inactive results; ? = inconclusive; . = not tested or not shown. Rule as the data show it, unless noted: active = inhibition above about 40%.

| compound | RGS4-Gao reg | Bcl-B Bim block | ABCG2 inh | Bim-Bcl-W | RGS7-Gao reg | Bfl-1 Bim block | Bim-Mcl-1 | ABCB1 block | Bcl-XL Bim block | RGS8-Gao | Bim-Bcl-2 |
| --- | --- | --- | --- | --- | --- | --- | --- | --- | --- | --- | --- |
| CN1CCN(c2ccc(NC(=O)CN3CCOCC3)cc2F)CC1 | 100.8 | 4.0 | 3.5 | 0.0 | ? | 3.0 | 0.0 | 0.9 | -2.0 | 101.5 | 0.0 |
| O=C(Cn1cnc2ccccc21)N/N=C/c1cccc([N+](=O)[O-])c1 | 99.4 | -3.0 | 28.5 | 2.0 | 96.5 | -4.0 | 0.0 | 0.9 | -2.0 | 100.7 | 2.0 |
| CCOC(=O)C1NN=C(C(=O)c2ccccc2)C1c1ccc(Cl)cc1 (stereo not drawn) | 105.1 | -2.0 | 4.0 | 1.0 | 100.4 | -6.0 | 0.0 | 0.8 | -1.0 | 101.9 | -5.0 |
| CC1(C)CC(N2CCC(=O)N(C3CC(C)(C)NC(C)(C)C3)C2)CC(C)(C)N1 | 95.1 | -1.0 | 1.8 | -1.0 | 101.4 | -1.0 | 0.0 | 0.3 | 0.0 | 100.9 | 1.0 |
| CC1=NN(c2ccccc2)C(=O)C1C(=O)c1cc([N+](=O)[O-])cc([N+](=O)[O-])c1 (stereo not drawn) | 103.0 | 9.0 | 4.8 | -2.0 | 103.6 | 7.0 | -9.0 | 0.7 | 0.0 | 102.7 | 2.0 |
| O=C(CCCCCn1c(=O)[nH]c2ccsc2c1=O)N1CCN(C2CCCCC2)CC1 | 104.2 | -5.0 | -4.5 | 0.0 | 104.0 | -10.0 | 0.0 | -2.3 | -4.0 | 103.1 | -6.0 |
| CC(C)c1ccccc1NC(=O)COc1ccc(C(=O)NCCc2ccccc2)cc1 | 103.0 | -4.0 | 35.6 | 0.0 | 105.3 | -3.0 | 0.0 | 1.1 | -5.0 | 105.8 | -4.0 |
| CCC(=O)N1c2ccc(S(=O)(=O)CCC(=O)N3CCn4c3nc3ccccc34)cc2CC1C (stereo not drawn) | 96.9 | 0.0 | 3.6 | 3.0 | 97.3 | -3.0 | 4.0 | 1.0 | -2.0 | 98.5 | 0.0 |
| COc1cc(C(=O)Nc2cccc(-c3nncn3C)c2)cc(OC)c1OC | 93.3 | 0.0 | -7.6 | 1.0 | 92.7 | 4.0 | -1.0 | -5.5 | 6.0 | 107.2 | 5.0 |
| COc1ccc(CN2CCN(C(C)C)C(CCO)C2)cc1Cn1cccn1 (stereo not drawn) | 64.0 | -6.0 | 4.5 | -6.0 | 61.1 | -5.0 | 1.0 | 0.4 | -8.0 | 84.7 | -1.0 |
| CS(=O)(=O)Nc1ccc(C(=O)NCCSC2CCCCC2)cc1 | 118.3 | -2.0 | 0.5 | -2.0 | 110.4 | -2.0 | -1.0 | -0.1 | -1.0 | 103.6 | -2.0 |
| Oc1ccccc1Oc1ncc(Br)c(N2CCOCC2)n1 | 109.3 | -1.0 | 1.5 | 3.0 | 106.4 | -6.0 | 5.0 | 0.2 | -2.0 | 110.4 | -1.0 |
| O=C(c1ccc(C(=O)N2CCOCC2)nc1)N1CCOCC1 | 97.3 | -5.0 | 2.7 | 2.0 | 98.0 | -10.0 | 2.0 | 1.8 | -5.0 | 100.7 | -6.0 |
| N/C(=N\OC(=O)CCCOc1ccc(Cl)cc1Cl)c1ccncc1 | 97.4 | 9.0 | 15.2 | 18.0 | ? | 15.0 | 7.0 | 1.5 | 5.0 | 100.0 | 19.0 |
| Cc1c(O)ccc(C(=O)CN2CCN(Cc3ccc4c(c3)OCO4)CC2)c1O | 101.7 | -10.0 | 0.8 | -4.0 | 101.6 | -4.0 | -5.0 | 0.4 | -9.0 | 104.0 | -5.0 |
| CCOC(=O)c1cc(-c2nnc(SCC(=O)Nc3ccc(F)cc3)o2)c(C)nc1C | 99.8 | 2.0 | 11.3 | 1.0 | 100.6 | 6.0 | 0.0 | 0.7 | 0.0 | 99.1 | 1.0 |
| Cc1ccc(S(=O)(=O)NCCC(=O)OCC(=O)Nc2cccc(S(=O)(=O)NC3=NCCCCC3)c2)cc1 | 95.7 | -8.0 | -2.0 | -2.0 | 99.2 | -3.0 | -2.0 | -0.2 | -3.0 | 97.4 | 0.0 |
| CN(C(=O)CSc1nnc2ccccn12)C1CCS(=O)(=O)C1 (stereo not drawn) | 99.6 | -1.0 | 0.3 | -2.0 | 101.0 | -1.0 | -2.0 | 0.1 | -5.0 | 98.5 | 0.0 |
| Cc1onc(-c2ccccc2Cl)c1C(=O)Nc1cccc(-c2cn3cccnc3n2)c1 | 103.0 | -8.0 | 3.4 | 2.0 | 102.9 | -13.0 | -2.0 | 1.2 | -2.0 | 104.1 | -8.0 |
| CC(=O)Nc1ccc2nc(CN3CCN(CC=C(C)C)C(CCO)C3)ccc2c1 (stereo not drawn) | 101.5 | 0.0 | 3.6 | 1.0 | 99.9 | -6.0 | 0.0 | 1.1 | 0.0 | 96.3 | 0.0 |
| CCN1CCN(CCOCCOc2ccccc2-c2ccccc2)CC1 | 92.2 | 0.0 | 0.4 | 3.0 | 108.5 | 1.0 | 2.0 | 0.4 | -3.0 | 102.2 | 0.0 |
| COc1ccc(CNCC(O)COc2cccc3c2OC(C)(C)C3)cc1 (stereo not drawn) | 106.1 | -4.0 | 2.0 | -1.0 | ? | -4.0 | -2.0 | 5.6 | -2.0 | 103.8 | 0.0 |
| COc1nc(NCCc2ccc(OC)c(OC)c2)nc(NC(C)(C)CO)n1 | 103.1 | -8.0 | 0.1 | -2.0 | 101.6 | -3.0 | -1.0 | 0.0 | -5.0 | 102.6 | -7.0 |
| O=C(NCc1ccncc1)C(=O)NC1CC1 | 100.7 | -6.0 | 2.6 | -1.0 | 92.2 | -7.0 | -2.0 | 2.0 | -6.0 | 100.5 | -4.0 |
| COc1ccc(NC(=O)COc2ccc(C(=O)OCC(=O)N(C)C3CCS(=O)(=O)C3)cc2OC)cc1 (stereo not drawn) | 99.7 | -1.0 | 13.5 | -1.0 | ? | -2.0 | 2.0 | 1.6 | -2.0 | 100.8 | 0.0 |
| COC(=O)c1ccccc1NC(=O)CSc1nc(O)cc(=O)n1C1CCCC1 | 102.8 | -1.0 | 7.0 | -1.0 | 106.9 | -2.0 | 1.0 | 1.2 | -3.0 | 102.0 | -1.0 |
| COCc1cc(C)nc(OCC(=O)N/N=C/c2ccc(-c3cc([N+](=O)[O-])ccc3C)o2)c1C#N | 104.8 | -2.0 | 0.5 | 0.0 | 100.7 | 3.0 | -1.0 | 0.0 | -2.0 | 102.3 | 0.0 |
| O/N=C1/CCc2nonc2/C1=N/O | 96.4 | -3.0 | 1.4 | 2.0 | 97.8 | -3.0 | -2.0 | 0.3 | 0.0 | 100.8 | 0.0 |
| Cc1ccc(NC(=O)c2ccc(OC(=O)c3ccco3)cc2)cc1 | 87.6 | -11.0 | 4.3 | 0.0 | 86.8 | -16.0 | -4.0 | 0.4 | -6.0 | 92.5 | -13.0 |
| CN(C)C(=O)c1nc2ccc(Cl)cn2c1CN1CCCC(OCc2ccccc2)C1 (stereo not drawn) | 100.9 | -4.0 | 1.7 | 0.0 | 95.0 | -6.0 | -1.0 | 1.3 | -3.0 | 103.8 | 0.0 |
| CCOC(=O)CSc1nc2ccccc2c(=O)[nH]1 | 90.8 | 1.0 | -3.7 | 6.0 | 96.5 | 5.0 | 7.0 | -2.6 | 7.0 | 91.3 | 2.0 |
| Cc1cc(C)nc(SCc2nnc(SCC(=O)N3CCCc4ccccc43)o2)n1 | 106.0 | 0.0 | 1.9 | -3.0 | 104.4 | -2.0 | 0.0 | 1.1 | -2.0 | 103.3 | 0.0 |
| CCc1ccc(N(C(C)=O)c2nc(CCl)cs2)cc1 | 102.6 | -5.0 | 1.8 | -1.0 | 101.0 | -4.0 | -1.0 | 0.6 | -2.0 | 102.6 | -6.0 |
| CCNc1nc(Cl)nc(NCCOc2ccc(C)cc2)n1 | 100.5 | -9.0 | 5.2 | -6.0 | 98.1 | -7.0 | -1.0 | 0.2 | -5.0 | 102.2 | -5.0 |
| Brc1ccc(OCCOc2cccc3cccnc23)cc1 | 102.4 | -3.0 | 8.9 | -6.0 | 102.6 | -2.0 | -5.0 | . | -6.0 | 100.6 | -2.0 |
| Cc1cc(Nc2ccc(N3CCC(C)CC3)cc2)n2ncnc2n1 | 102.1 | -8.0 | 0.6 | -2.0 | 102.3 | -12.0 | 0.0 | 0.1 | 1.0 | 100.6 | -8.0 |
| N#C/C(C(=O)NCc1ccccc1)=C1/SC(Cc2ccc(Cl)cc2)C(=O)N1c1ccccc1 (stereo not drawn) | 101.2 | -3.0 | -0.7 | 0.0 | 103.4 | 1.0 | -3.0 | 0.2 | -4.0 | 100.8 | 0.0 |
| CCCOc1ccc2[nH]cc(C(=O)O)c(=O)c2c1 | 100.4 | -6.0 | 2.0 | -1.0 | 102.1 | -13.0 | -5.0 | 0.3 | -6.0 | 101.2 | -11.0 |
| Cc1ccc(NC(=O)CCl)cc1S(=O)(=O)N1CCCCCC1 | 100.7 | 0.0 | 2.2 | 0.0 | 100.6 | -2.0 | 0.0 | 0.2 | -1.0 | 102.3 | -1.0 |
| CCCN(CCC)C(=S)NC(=O)c1ccc(-c2ccccc2)cc1 | 99.8 | -6.0 | 9.6 | -2.0 | 100.3 | -3.0 | -4.0 | 0.6 | 0.0 | 97.5 | -4.0 |
| CSCCC(NC(=O)c1ccccc1)c1nc(-c2ccccc2)no1 (stereo not drawn) | 107.5 | -8.0 | 2.6 | 0.0 | 105.5 | -10.0 | -1.0 | 0.5 | 0.0 | 102.7 | -6.0 |
| O=C(Nc1cccc(Cl)c1)N1CCN2C(=O)c3ccccc3C12c1ccccc1 (stereo not drawn) | 97.5 | -2.0 | 12.7 | 0.0 | 102.7 | -2.0 | 0.0 | 2.8 | 1.0 | 98.5 | -1.0 |
| CC1CCc2c(sc3ncn(CC(=O)N4CCCCC4)c(=O)c23)C1 (stereo not drawn) | 99.5 | -8.0 | 2.1 | -1.0 | 98.7 | -7.0 | -2.0 | 0.7 | -2.0 | 101.7 | 1.0 |
| CCN(CC)S(=O)(=O)c1cccc(-c2nnc(SCC(=O)NC3CCCCCC3)n2N)c1 | 101.4 | -5.0 | 1.6 | 6.0 | 100.8 | -7.0 | 0.0 | 0.4 | -1.0 | 101.2 | -2.0 |

Single records (already shown).
Record of CC1CCc2c(sc3ncn(CC(=O)N4CCCCC4)c(=O)c23)C1 (stereo not drawn) : RGS4-Gao reg: 99.5; Bcl-B Bim block: -8.0; ABCG2 inh: 2.1; Bim-Bcl-W: -1.0; RGS7-Gao reg: 98.7; Bfl-1 Bim block: -7.0; Bim-Mcl-1: -2.0; ABCB1 block: 0.7; Bcl-XL Bim block: -2.0; RGS8-Gao: 101.7; Bim-Bcl-2: 1.0
Record of CSCCC(NC(=O)c1ccccc1)c1nc(-c2ccccc2)no1 (stereo not drawn) : RGS4-Gao reg: 107.5; Bcl-B Bim block: -8.0; ABCG2 inh: 2.6; Bim-Bcl-W: 0.0; RGS7-Gao reg: 105.5; Bfl-1 Bim block: -10.0; Bim-Mcl-1: -1.0; ABCB1 block: 0.5; Bcl-XL Bim block: 0.0; RGS8-Gao: 102.7; Bim-Bcl-2: -6.0

High-throughput results (PubChem BioAssay)
